# Compound activity: PubChem BioAssay, Sanford-Burnham Center for Chemical Genomics
# EBI2 antag – blocks human EBI2 receptor beta-arrestin signaling; 0.81% of 360,000 active; P32249; inhibition, % at 5 µM; EBI2 beta-arrestin recruitment, luminescence, 7a,25-OHC stimulated; in the data active = inhibition above about 38%;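 also: enzyme fragment complementation signal reports receptor beta-arrestin coupling in cells; 0% = agonist plus DMSO wells and 100% = wells without agonist; some results beyond the cut were filed as inactive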
# UBC13 polyUb – inhibitors of human UBC13 polyubiquitin chain formation | P61088 | TR-FRET | inhibition, % at 20 µM | 0.47% of 330,000 active | AID 485273; in the data active = inhibition above about 45%, passing the limit was not always enough
# 697 NFkB inh – inhibitors of the PMA/ionomycin-induced NF-kB reporter in 697 B cells | 697 B-cell NF-kB luciferase reporter, 16 h | inhibition, % at 4 µM | 0.33% of 330,000 active; in the data active = inhibition above about 35%
# Jurkat NFkB inh – inhibitors of the PMA/ionomycin-induced NF-kB reporter in Jurkat cells | AID 435003 | inhibition, % at 4 µM | PMA/ionomycin-induced NF-kB luciferase reporter, luminescence | 0.53% of 330,000 active
# Gli-Sufu antag – Gli-Sufu pathway antagonism; Sufu-KO-LIGHT fibroblasts, Gli luciferase reporter luminescence; inhibition, % at 5 µM; 0.74% of 340,000 active; AID 588413;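 active = inhibition above about 55%, limit read from the data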;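 also: 0% = DMSO-treated cells and 100% = wells with medium but no cells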
# CCR6 antag – antagonists of human CCR6 receptor | inhibition, % at 20 µM | 0.49% of 340,000 active | CHO-K1 CCR6 PathHunter beta-arrestin, luminescence, CCL20-stimulated | P51684;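 active = compounds whose inhibition of the agonist-driven luminescence signal at 20 µM reaches about 50%, limit read from the data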;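 also: cells stimulated with CCL20 at 14 nM final; plate controls were DMSO with CCL20 for no effect and DMSO without agonist for full effect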
# SENP8 inh – SENP8 protease inhibition. 1.2% of 330,000 active. AID 2540. purified SENP8, Z-RLRGG-aminoluciferin cleavage, luminescence. Q96LD8. inhibition, % at 10 µM
# Apaf1 inhib – human Apaf-1 inhibition; O14727; reconstituted apoptosome caspase-3 activity, DEVD-Rh110 fluorescence; inhibition, % at 20 µM; 0.71% of 330,000 active; AID 489030; active = inhibition of at least 40% at 20 µM;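 also: plate controls were DMSO wells for no effect and DEVD-CHO caspase inhibitor wells for full effect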
# Target sequence (O14727 whole entry, looked up): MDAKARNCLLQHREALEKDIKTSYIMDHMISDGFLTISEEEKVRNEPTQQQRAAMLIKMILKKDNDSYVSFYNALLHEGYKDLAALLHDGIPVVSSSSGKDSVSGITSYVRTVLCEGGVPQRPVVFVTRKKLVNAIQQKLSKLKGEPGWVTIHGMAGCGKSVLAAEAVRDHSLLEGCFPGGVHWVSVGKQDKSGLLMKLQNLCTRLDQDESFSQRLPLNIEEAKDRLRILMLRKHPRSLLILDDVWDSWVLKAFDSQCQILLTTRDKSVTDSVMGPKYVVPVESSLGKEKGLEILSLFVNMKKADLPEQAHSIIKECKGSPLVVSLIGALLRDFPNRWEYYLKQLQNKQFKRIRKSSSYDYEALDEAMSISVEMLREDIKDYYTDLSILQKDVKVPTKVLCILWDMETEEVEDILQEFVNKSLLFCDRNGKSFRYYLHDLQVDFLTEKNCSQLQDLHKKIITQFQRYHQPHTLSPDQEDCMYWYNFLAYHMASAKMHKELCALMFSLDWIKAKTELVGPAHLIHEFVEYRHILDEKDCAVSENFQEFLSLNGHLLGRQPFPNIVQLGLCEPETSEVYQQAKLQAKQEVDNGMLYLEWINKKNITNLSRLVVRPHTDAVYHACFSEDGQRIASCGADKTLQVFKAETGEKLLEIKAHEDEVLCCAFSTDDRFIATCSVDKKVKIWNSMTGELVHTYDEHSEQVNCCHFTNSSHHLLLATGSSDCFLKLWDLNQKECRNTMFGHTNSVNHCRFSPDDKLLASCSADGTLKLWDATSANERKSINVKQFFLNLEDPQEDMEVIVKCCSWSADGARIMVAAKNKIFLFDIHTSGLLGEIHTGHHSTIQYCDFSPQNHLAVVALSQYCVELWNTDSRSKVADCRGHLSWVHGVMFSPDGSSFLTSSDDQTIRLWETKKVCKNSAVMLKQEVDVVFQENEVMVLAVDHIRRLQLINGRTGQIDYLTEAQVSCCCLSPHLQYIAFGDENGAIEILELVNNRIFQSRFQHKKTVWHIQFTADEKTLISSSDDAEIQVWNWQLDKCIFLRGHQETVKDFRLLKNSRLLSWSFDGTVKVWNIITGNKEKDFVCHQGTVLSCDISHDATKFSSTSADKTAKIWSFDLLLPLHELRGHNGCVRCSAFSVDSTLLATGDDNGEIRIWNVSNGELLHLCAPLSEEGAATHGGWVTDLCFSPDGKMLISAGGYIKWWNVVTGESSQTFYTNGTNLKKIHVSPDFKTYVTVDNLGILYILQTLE
#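 System: reconstituted apoptosome with Apaf-1, cytochrome c, caspase-9, procaspase-3, dATP; Signal: Rh110 fluorescence intensity; Schedule: 30 min compound preincubation, 50 min activation, room temperature; Reagent: cytochrome c trigger plus (Z-DEVD)2-Rh110 caspase-3 substrate.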
# * marks the source's active call; other numbers are inactive results; / = no result given; & = joins results of further samples. Rule as the data show it, unless noted: active = inhibition above about 50%; inactive = the rest. Only part of the results is shown (hit frequency here may not be typical).
SMILES,EBI2 antag,UBC13 polyUb,697 NFkB inh,Jurkat NFkB inh,Gli-Sufu antag,CCR6 antag,SENP8 inh,Apaf1 inhib
CSCCC(NC(=O)c1ccccc1)C(=O)NNC(=O)c1ccccc1 (stereo unspecified),-4,-4,-8,-14,-16,-8,-8,8
O=S(=O)(Nc1ccc2c(c1)nc1n2CCN(Cc2ccccc2)C1)c1ccccc1,-10,7,-19,0,2,28,1,24
COc1ccc(-c2csc(NC(=O)c3ccco3)n2)cc1,3,1,-105,-74,10,15,28,5
C[C@H](CO)N1C[C@H](C)[C@@H](CN(C)Cc2ccncc2)Oc2ccc(NC(=O)Cn3cnnn3)cc2C1=O,2,2,10,9,-5,11,7,3
O=C(COC(=O)C1CCC1)c1c[nH]c2ccccc12,6,1,3,-3,0,4,-11,10
Cc1ccc(C(=O)NCc2ccccn2)cc1S(=O)(=O)N1CCOCC1,-7,-6,-4,-2,-1,-2,-7,11
CC1CCCN(C(=S)Nc2ccc(F)cc2)C1 (stereo unspecified),-6,6,-11,3,6,-11,6,-2
Cc1c(C(=O)Nc2ccc3c(c2)OCCO3)oc2ccc(Br)cc12,-11,2,-7,-42,-39,9,14,6
CCOC(=O)C1CCCN(c2nc3ccccc3nc2C(C#N)C(=O)NCc2ccccc2)C1 (stereo unspecified),42,-17,21,-3,4,5,4,24
COc1ccc(-c2sc3ccc(OC)cc3c2-c2ccc(OC)nc2)cc1,28,10,0,10,3,14,-14,19
NC(=O)C1=C[C@@H](c2csc3ccccc23)C[C@@H](OCCCCO)O1,0,-7,13,1,-7,6,10,4
C=C(C)CN(CC)C(=O)CSc1ccc(S(=O)(=O)N2CCN(Cc3ccccc3)CC2)cn1,-4,-4,-6,6,8,6,-6,29
Cc1ccc(S(=O)(=O)/N=C2\SC(CC(=O)Nc3ccc(F)cc3)C(=O)N2c2ccccc2)cc1 (stereo unspecified),-10,10,-18,12,4,-7,-7,6
Cn1c(=O)cc(SCC(=O)N2CCN(Cc3ccc4c(c3)OCO4)CC2)c2ccccc21,6,38,12,1,13,2,-7,18
COc1ccccc1C(=O)Nc1c(C)n(C)n(-c2ccccc2)c1=O,5,6,9,-1,-5,37,-4,-13
COc1ccc(OC)c(/C=C2\Oc3cc(OCC(=O)N4CC(O)C[C@H]4C(=O)O)ccc3C2=O)c1 (stereo partly specified),-6,-22,8,3,1,-1,7,0
Cc1cccc(C(=O)C2CCN(S(=O)(=O)c3ccc(C(=O)O)cc3)CC2)c1,-2,2,0,5,6,6,1,0
Cc1ccc(-c2c[n+](Cc3ccc(Cl)cc3)c3n2CCC3)cc1,-10,3,-9,24,79*,8,7,14
Cc1cc(C)c(CSc2nnnn2-c2ccc(C(=O)O)cc2)c(C)c1,-2,-5,26,-4,-17,10,-1,1
CN(C)C(=O)CCSc1nnc(-c2ccncc2)o1,-6,11,0,0,-1,1,5,-12
CCCN(CCC)CC(O)CN1C(=O)N(CN2C(=O)N(CC(O)CN(CCC)CCC)C(=O)C2(C)C)C(C)(C)C1=O (stereo unspecified),-10,4,8,1,-2,16,6,-3
O=[N+]([O-])c1ccc(Nc2ccccn2)c([N+](=O)[O-])c1,-8,-22,1,5,0,-1,-6,-1
O=C(O)c1cccc(NC(=O)c2cn(-c3ccccc3)nc2-c2ccc([N+](=O)[O-])cc2)c1,5,-16,4,10,31,25,2,5
COc1ccc(N(C(=O)c2snc(C(N)=O)c2N)C(C(=O)NCc2ccccc2)c2ccc(O)cc2)cc1 (stereo unspecified),4,14,12,20,3,-3,1,6
CCCCCC(=O)Nc1nc2ccccc2[nH]1,1,6,-83,-55,-16,0,-11,-4

# (more compounds)
SMILES,EBI2 antag,UBC13 polyUb,697 NFkB inh,Jurkat NFkB inh,Gli-Sufu antag,CCR6 antag,SENP8 inh,Apaf1 inhib
COc1ccc([C@H]2CC(=O)C=C(c3cc(Cl)ccc3OC)C2)cc1,-6,6,-19,39,-6,9,7,15
NS(=O)(=O)c1ccc(-n2ncc3c(=O)[nH]c(SCC(=O)Nc4nccs4)nc32)cc1,-4,-2,9,-6,-3,-10,-3,-2
CC(C)CCn1c(=O)c2sccc2n2c(CCCC(=O)N3CCN(c4ccccn4)CC3)nnc12,4,-4,8,17,-13,7,10,5
CN(Cc1cccc(F)c1)C(=O)CNS(=O)(=O)c1ccc2ccccc2c1,11,8,18,5,9,-9,4,5
COc1ccc(C(=O)Nc2c(C(C)(C)C)nn(C)c2C(C)(C)C)cc1,0,4,-1,8,8,-5,5,-4
O=C(NNS(=O)(=O)c1ccccc1)C1CCN(S(=O)(=O)c2ccccc2)CC1,4,3,16,-4,-2,-11,-1,-4
O=C(NN1C(=O)C2C(C1=O)C1C=CC2C12CC2)c1ccccc1Cl (stereo unspecified),2,-1,6,-4,6,2,-4,-18
O=C(O)CC1NC(=O)N(c2ccccc2)C1=O (stereo unspecified),/,-3,-22,6,/,/,-4,10
O=S(=O)(Nc1ccc(-c2cn3cccnc3n2)cc1)c1ccccc1,-2,9,25,15,-25,-3,-10,2
O=C(CC1C(=O)NCCN1Cc1ccc(F)cc1Cl)NCc1ccon1 (stereo unspecified),0,5,-8,8,-23,-14,6,-4
COc1cccc(CNS(=O)(=O)c2c(C)nc3sccn3c2=O)c1,-19,0,12,-12,-22,-10,4,-8
CCOc1ccc(N(CC(=O)Nc2cc(OC)cc(OC)c2)S(=O)(=O)c2c(C)[nH]c(=O)[nH]c2=O)cc1,7,10,-11,4,-6,6,-3,-4
CC/C(=N\NC(=O)C1CCCC1)c1ccc(Br)cc1,-6,4,17,-14,-4,4,-1,19
O=C(Cc1ccc(-c2ccccc2)cc1)N1CCOCC1,-8,0,-10,-8,-5,0,-7,8
COc1ccc(S(=O)(=O)Oc2ccc3cccc(N)c3c2)cc1,0,-89,6,-7,-2,-7,84*,88*
CC1=CC(C)(C)NC(=S)N1c1ccccc1C,-10&-2,-4,-12,6,2&-23,6&3,-2,-3
O=C(O)C1CCCCN1S(=O)(=O)c1ccc(Cl)s1 (stereo unspecified),-1,-9,-4,1,-2,9,-3,-5
O=C(Cc1ccccc1F)OCN1C(=O)c2ccccc2C1=O,4,-2,-3,-9,4,3,-2,13
O=C(NCC1CCCN1S(=O)(=O)c1cccs1)c1ccccc1F (stereo unspecified),-6,4,0,9,1,4,12,8
Nc1ncnc2c1C1(CCCCC1)Cc1ccccc1-2,2,8,-7,13,16,5,17,10
CC(=O)Nc1cccc(/C(C)=N/NS(=O)(=O)c2ccc(C)cc2)c1,4,0,1,-19,-2,-2,1,1
Cc1cc(N2CCN(C(=O)c3ccco3)CC2)n2ncnc2n1,-3,3,3,3,-8,4,5,-5
Cc1ccccc1NC(=O)CN1C(=O)CSc2ccccc21,10,16,2,5,12,-8,7,-11
O=C(COC(=O)c1ccccc1Nc1ccccc1F)c1ccccc1,-2,6,-16,-2,0,8,-5,-13
COc1cc2[nH]c(=O)n(CCC(=O)NCCCN3CCN(c4ccccc4F)CC3)c(=O)c2cc1OC,-6,2,11,-1,3,-1,-1,-2

# Reprinted at random: two entries already listed, in no set order.
SMILES,EBI2 antag,UBC13 polyUb,697 NFkB inh,Jurkat NFkB inh,Gli-Sufu antag,CCR6 antag,SENP8 inh,Apaf1 inhib
COc1ccc(S(=O)(=O)Oc2ccc3cccc(N)c3c2)cc1,0,-89,6,-7,-2,-7,84*,88*
CCOc1ccc(N(CC(=O)Nc2cc(OC)cc(OC)c2)S(=O)(=O)c2c(C)[nH]c(=O)[nH]c2=O)cc1,7,10,-11,4,-6,6,-3,-4

# Other structures:
SMILES,EBI2 antag,UBC13 polyUb,697 NFkB inh,Jurkat NFkB inh,Gli-Sufu antag,CCR6 antag,SENP8 inh,Apaf1 inhib
CC(C)(C)OC(=O)NCCOC(=O)c1[nH]cnc1C(=O)NCc1ccccc1,0,-1,20,8,-2,14,0,7
Cc1ccc(C)c(N(CC(=O)NC2CCCCC2)C(=O)c2snc(C(N)=O)c2N)c1,5,16,-2,2,4,6,7,16
Cc1cc(NC(=O)CSc2nnc(C3CC3)n2N)c([N+](=O)[O-])cc1C,-2,-17,4,4,-1,-16,-9,-2
COc1cccc(C(=O)COC(=O)C(C)N2C(=O)c3ccccc3C2=O)c1 (stereo unspecified),3,-3,-6,-12,-2,27,-11,2
Oc1ccc(N=Nc2nc(-c3ccccc3)c(-c3ccccc3)[nH]2)cc1,42,-257,-6,16,16,67*,-9,29
COc1ccc(S(=O)(=O)N2N=C(c3ccc(NS(C)(=O)=O)cc3)CC2c2ccco2)cc1 (stereo unspecified),1,-3,15,3,-13,15,0,6
Cc1cc(C)cc(N(C(=O)CNS(=O)(=O)c2ccccc2)C(C(=O)NCc2ccccc2)c2ccc(C)o2)c1 (stereo unspecified),-3,6,0,11,-10,0,-2,18
COc1ccc(CN(CCNC(=O)CCCCC(=O)NCCN(Cc2ccc(OC)cc2)C(C)C)C(C)C)cc1,-2,-1,-11,-13,9,7,-14,9
CCn1c(=O)cc(SCC(=O)Nc2cccc(SC)c2)c2ccccc21,15,19,11,3,-8,15,-3,8
C/C(=N\NC(=S)Nc1cccc(C)c1)c1ccccc1,26,11,-35,-5,-23,53*,2,11
C=C(C)c1ccccc1,5,-2,6,1,-6,-2,16,-1
C/C(=N\Nc1ccc(Cl)c(C(=O)O)c1)c1ccccn1,4,-13,-15,2,-6,5,7,-31
CC(=O)Nc1ccc2nc(NS(=O)(=O)c3ccc(C)cc3)sc2c1,0,-2,4,-14,-4,4,15,-10
COc1ccc(N2CCN(C(=O)C3CCCN(S(=O)(=O)c4c(C)noc4C)C3)CC2)cc1 (stereo unspecified),-1,2,-20,-7,-2,4,-2,0
COC(=O)c1ccc(/C=C2/C(=O)Oc3ccccc32)cc1,1,-2,-14,-6,-7,6,-7,16
CCOC(=O)c1c(C)[nH]c(N=Nc2ccccc2)c1C,30,-14,-80,-97,13,21,11,20
OC1(C#CCN2CCOCC2)CCCCC1,-8,-6,1,0,-8,9,5,1
Cc1cc(=O)cc(C)n1-c1ccc2c(c1)nc(C)n2-c1ccccc1,2,-13,15,-12,-7,4,-5,-5
CC(=O)Nc1ccc(S(=O)(=O)NCC(=O)OCC(=O)c2cc(C)n(-c3ccc4c(c3)OCO4)c2C)cc1,-3,-37,-55,14,-8,22,6,16
CCCC(C)NC(=O)c1ccc(-c2ccccc2)cc1 (stereo unspecified),/,0,-54,-38,/,/,-7,-10
Cc1ccc(-c2nnc(COC(=O)c3cccs3)o2)cc1,-4,-1,-7,-28,-1,7,71*,14
CCOC(=O)C1=C(C)NC2=C(C(=O)c3ccccc32)C1c1cccnc1 (stereo unspecified),-7,-48,14,9,1,25,9,9
Cc1cccc(-n2nnc(C(=O)NC3CCCc4ccccc43)c2N)c1 (stereo unspecified),8,2,-6,31,-2,6,-12,18
CCCCOc1cccc(C2/C(=C(/O)c3ccc4c(c3)CC(C)O4)C(=O)C(=O)N2CCN2CCOCC2)c1 (stereo unspecified),5,-29,-6,0,-2,10,-2,11
O=C(CN(Cc1cccs1)C(=O)CNS(=O)(=O)c1ccccc1)NC1CCCC1,-2,-11,-14,-4,-1,-1,-1,6
Cc1cc(=O)[nH]c(N/N=C2/CCCC/C2=C\c2ccccc2)n1,10,-15,1,1,-3,4,1,-15
CCCCc1oc2c(c(=O)c1C)C(=O)CC(c1ccccc1)C2 (stereo unspecified),-6,1,15,2,2,12,-7,6
COCCCNc1nc2c(-c3cccc(C)c3)nnn2c2ccc(Cl)cc12,6,5,-74,-64,-13,5,-2,12

# Arranged by number of heavy atoms (falling): part of the list above
SMILES,EBI2 antag,UBC13 polyUb,697 NFkB inh,Jurkat NFkB inh,Gli-Sufu antag,CCR6 antag,SENP8 inh,Apaf1 inhib
CC(=O)Nc1ccc2nc(NS(=O)(=O)c3ccc(C)cc3)sc2c1,0,-2,4,-14,-4,4,15,-10
COC(=O)c1ccc(/C=C2/C(=O)Oc3ccccc32)cc1,1,-2,-14,-6,-7,6,-7,16
CCOC(=O)c1c(C)[nH]c(N=Nc2ccccc2)c1C,30,-14,-80,-97,13,21,11,20
